Source: PubChem
L929 necroptosis: inhibitors of zVAD-triggered necroptosis, primary screen, L929 cells; L929 zVAD necroptosis rescue, ATP luminescence, 24 h; with zVAD 60 µM; viability rescue, % at 10 µM; actives 0.38% (n = 220,000); AID 1377, 2008;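 active means activation, scaled between plate controls, above about 75%, limit read from the data; inactive means activation under that limit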;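 further: 0% = zVAD with DMSO and 100% = DMSO alone without zVAD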
Runt-CBFb FRET: inhibitors of RUNX1 Runt–CBFb binding, primary screen, biochemical, FRET, Cerulean-Runt, Venus-CBFb, uHTS | Cerulean-Runt/Venus-CBFb FRET ratio 530/480, 1 h | inhibition, % at 20 µM | actives 0.46% (n = 220,000) | AID 1496, 2009;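 active means inhibition over about 50% at 20 µM in the single-dose screen, limit read from the data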;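 further: 0% = DMSO wells and 100% = excess unlabeled CBFb competitor control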
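Reagent – Venus-CBFb binding partner, 100 nM · Assay system – Cerulean-tagged RUNX1 Runt domain (FRET donor) fusion protein · Input – 100 nM per protein · Incubation – two 1 h room-temperature incubations shielded from light · Measured by – FRET fluorescence · Medium – Tris buffer pH 7.5 with salts and BSA · Benchmarks – unlabeled CBFb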
Hck-Nef inh: inhibitors of Nef-activated human Hck kinase, primary screen, biochemical, Z-Lyte FRET, 384-well, Hck-YEEI; Tyrosine-protein kinase HCK (Homo sapiens), P08631; Recombinant Hck-YEEI plus Nef, Z-Lyte FRET kinase assay; inhibition, % at 20 µM; actives 0.68% (n = 220,000); AID 463187, 2010;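 active means Hck-Nef kinase inhibition above about 50%, limit read from the data; inactive means inhibition below that limit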;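 further: 0% = DMSO with Hck plus Nef and 100% = Hck alone without Nef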
MDM2 E3 inh: MDM2-luciferase reporter signal enhancers, primary screen, MDM2 E3 ligase inhibitor project, cell-based, luminescence, 1536-well | E3 ubiquitin-protein ligase Mdm2 (Homo sapiens), Q00987 | cell-based MDM2 ubiquitination luciferase reporter, 2 h; 0 = plate control, 100 = twice control, blank-subtracted | signal enhancement, % at 5 µM | actives 0.11% (n = 210,000);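 active means signal enhancement of 30% or more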;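 further: luminescence tracks abundance of the self-degrading MDM2-luciferase fusion protein; higher signal means inhibition of MDM2 E3 ligase activity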
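Material: Stable MDM2–luciferase fusion reporter cells | Amount: 2000 cells seeded into each well | Dosing: One concentration, 5 µM, with 0.2% DMSO | Incubation: 4 h cell settling then 2 h compound exposure, 37 °C | Measured by: Luciferase luminescence | Read-out basis: % enhancement relative to plate controls after blank subtraction | Benchmarks: Control and blank well means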
EBV gp42 block: Epstein-Barr virus gp42 inhibitors, primary screen, biochemical, uHTS, fluorescence polarization | Fluorescence polarization binding assay, mP read-out | inhibition, % (tested at 21.74 µM) | actives 0.42% (n = 220,000) | AID 1085, 2008; in the data active means inhibition above about 50%
Target sequence (Q1HVG2 whole entry, looked up): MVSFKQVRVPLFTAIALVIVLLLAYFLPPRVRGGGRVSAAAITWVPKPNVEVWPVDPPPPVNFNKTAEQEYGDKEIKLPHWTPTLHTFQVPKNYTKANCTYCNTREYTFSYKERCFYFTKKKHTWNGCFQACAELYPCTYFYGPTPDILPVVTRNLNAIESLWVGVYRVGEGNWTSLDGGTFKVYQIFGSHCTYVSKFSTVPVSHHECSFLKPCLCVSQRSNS
14-3-3 Bad inh: inhibitors of 14-3-3 zeta/Bad binding, primary screen, biochemical, TR-FRET, bovine 14-3-3 zeta. TR-FRET 14-3-3zeta/Dy647-pBad peptide displacement, 1 h. actives 0.71% (n = 220,000). 14-3-3 protein zeta/delta (Bos taurus), P63103. inhibition, % at 21.7 µM. AID 781, 2007;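 active means inhibition above about 70%, limit read from the data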;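 further: 0% = full 14-3-3 plus peptide FRET controls and 100% = background without 14-3-3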
Target sequence (P63103 whole entry, looked up): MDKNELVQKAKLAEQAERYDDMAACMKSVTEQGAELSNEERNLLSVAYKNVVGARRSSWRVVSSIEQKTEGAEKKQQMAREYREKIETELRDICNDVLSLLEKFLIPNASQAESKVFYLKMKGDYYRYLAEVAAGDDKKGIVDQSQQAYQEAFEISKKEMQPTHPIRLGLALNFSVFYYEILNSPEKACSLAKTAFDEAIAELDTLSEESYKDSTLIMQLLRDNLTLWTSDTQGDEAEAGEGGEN
Runt-SMMHC FRET: inhibitors of RUNX1 Runt–CBFb-SMMHC binding, primary screen, biochemical, FRET, Cerulean-Runt, Venus-CBFb-SMMHC, uHTS | Runt-related transcription factor 1 (Homo sapiens) + Core-binding factor subunit beta … | Cerulean-Runt/Venus-CBFb-SMMHC FRET ratio 530/480, 1 h | inhibition, % at 20 µM | actives 0.74% (n = 220,000) | AID 1434, 2008;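 active means mean inhibition across duplicate retests at 20 µM reaching about 50%, limit read from the data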;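 further: 0% = DMSO wells and 100% = wells with excess untagged CBFb-SMMHC; inhibitors lower the FRET ratio by blocking Runt binding to CBFb-SMMHC; some results filed as inactive read as strong as hits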
NCF1 inh: p47phox/p22phox peptide binding inhibitors, primary screen, biochemical, uHTS, NADPH oxidase regulatory subunit | Neutrophil cytosol factor 1 (Homo sapiens), P14598 | fluorescence polarization, 2 h | inhibition, % at 24.7 µM | actives 0.53% (n = 220,000) | AID 1274, 2008;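 active means inhibition above about 30%, limit read from the data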;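 further: 0% = p47phox with labelled peptide and 100% = labelled peptide alone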
Target sequence (P14598 whole entry, looked up): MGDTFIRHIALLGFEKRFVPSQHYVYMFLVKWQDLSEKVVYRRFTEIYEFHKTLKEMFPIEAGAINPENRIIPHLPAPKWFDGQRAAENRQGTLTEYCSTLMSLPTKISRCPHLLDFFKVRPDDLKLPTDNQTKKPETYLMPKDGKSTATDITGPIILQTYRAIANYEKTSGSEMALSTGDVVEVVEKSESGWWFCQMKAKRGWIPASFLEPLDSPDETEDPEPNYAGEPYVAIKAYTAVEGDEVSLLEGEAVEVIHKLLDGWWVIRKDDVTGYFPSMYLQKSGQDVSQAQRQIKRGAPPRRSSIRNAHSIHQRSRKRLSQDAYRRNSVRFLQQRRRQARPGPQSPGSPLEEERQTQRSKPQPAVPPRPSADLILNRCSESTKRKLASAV
TbHK1 inh: Trypanosoma brucei hexokinase 1 inhibitors, primary screen, biochemical, G6PDH-coupled NADH absorbance, MLSCN library; recombinant TbHK1, G6PDH-coupled NADH A340; AID 1430, 2008; actives 0.11% (n = 220,000); hexokinase 1 [Trypanosoma brucei]; inhibition, % at 10 µM;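 active means inhibition of 50% or more in the single-dose primary screen; inactive means inhibition below 50%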
* marks the source's active call; other numbers are inactive results; / = not tested or not shown; [ ] = remark or other dose.

Structure	MDM2 E3 inh	TbHK1 inh	Runt-CBFb FRET	NCF1 inh	EBV gp42 block	14-3-3 Bad inh	Runt-SMMHC FRET	Hck-Nef inh	L929 necroptosis
Cc1onc(-c2ccccc2)c1CNC(=O)C1COc2ccccc2O1 (configuration not stated)	-6	2	0	-10	-8	9	-1	4	-0.6
CCN(CC)c1ccc(/C=N/NC(=O)CC(C)C)cc1	-17	-26	1	-15	-21	-10	9	25	23
COc1ccccc1C(=O)C1CCCN(C(=O)c2cn3cc(Cl)ccc3n2)C1 (configuration not stated)	20	-5	-1	6	2	-5	1	21	-0.6
CSc1ccccc1NC(=O)C1CCCO1 (configuration not stated)	2	/	-2	6	-12	-3	-7	/	/
CC(C)CN(C(=O)CSc1nnnn1C)C1CCS(=O)(=O)C1 (configuration not stated)	-8	-4	-1	4	-19	-12	-3	22	3.3
Cc1cc(NC(=O)c2ccc(NC(=O)C(C)C)cc2)no1	-21	25	2	-8	6	-10	2	-23	0.6
O=C(/C=C/c1ccc(F)cc1)Nc1ccc(S(=O)(=O)Nc2ncccn2)cc1	-13	3	1	120*	-18	-4	-3	7	0.9
Cc1c(NC(=O)C2CC(c3c(F)cccc3Cl)=NO2)c(=O)n(-c2ccccc2)n1C (configuration not stated)	-2	3	-1	-7	-11	4[fluorescence artefact?]	-5	5	-0.5
O=C(O)COc1ccc(-c2nnn(CC(=O)O)n2)cc1	-21	-2	3	-8	-2	29	0	-1	0.0
COc1ccccc1NCCC(=O)OCC(=O)NC1CCCCC1	-13	-1	2	-6	2	4[fluorescence artefact?]	2	0	0.0
COc1ccc(SCCN2CCN(C)CCC2=O)cc1	8	-12	1	6	-17	-4	0	20	-0.7
CCN(CC)c1ccc(/C=N/NC(=O)c2ccco2)cc1	-23	-1	0	-7	-10	-22[fluorescence artefact?]	-8	13	0.3

(cont.)
Structure	MDM2 E3 inh	TbHK1 inh	Runt-CBFb FRET	NCF1 inh	EBV gp42 block	14-3-3 Bad inh	Runt-SMMHC FRET	Hck-Nef inh	L929 necroptosis
Cc1ccc(NC(=O)c2noc3c2CCCCC3)cc1C	-39	-4	0	-4	3	0	1	-12	71
Cc1nn(C(=O)c2nn(C)cc2[N+](=O)[O-])c(C)c1Cl	-1	7	-1	4	15	4	3	-27	-0.6
COc1ccc(OCCNc2cc(N3CCOCC3)ccc2[N+](=O)[O-])cc1	-4	-7	-10	-7	9	17[fluorescence artefact?]	-6	2	0.4
Cc1cccc(C)c1OCC(=O)NC(Cc1c[nH]c2ccccc12)C(=O)O (configuration not stated)	9	-5	0	-15	-14	-11	-1	21	2.2
Cc1nnc(NC(=O)CCSCCC(=O)Nc2nnc(C)s2)s1	-4	-1	6	-29	21	8	1	35	1.5
CC(C)(C)c1ccc(C2(C)NC(=O)N(CC(=O)NCc3cccs3)C2=O)cc1 (configuration not stated)	-6	37	-6	-19	-23	-12	0	2	2.7
CCOC(=O)CN=C/C(C(C)=O)=C(/C)O	-7	4	1	-3	-9	-2	0	4	0.6
COc1ccc(C(=O)c2ccccc2)cc1Br	-12	1	/	-11	-1	-1	-2	0	-0.4
O=C(Cn1cnc2ccccc2c1=O)NCCC(=O)Nc1ccc2c(c1)OCCO2	6	1	/	-9	-16	5	-1	0	-0.6
CCN1CCN(C(C)C(=O)Nc2c(C)n(C)n(-c3ccccc3)c2=O)CC1 (configuration not stated)	-4	0	-1	-22	-15	35	2	1	-0.1
O=C1C2C(C(=O)N1/N=C/c1ccc([N+](=O)[O-])o1)C1C=CC2C12CC2 (configuration not stated)	2	-25	1	-6	-24	10[fluorescence artefact?]	1	-38	0.3
CCCn1c(N)c(C(=O)CSc2ncc(C(F)(F)F)cc2Cl)c(=O)[nH]c1=O	-4	3	-53	-17	-8	-2	0	-4	2.7

(more compounds)
Structure	MDM2 E3 inh	TbHK1 inh	Runt-CBFb FRET	NCF1 inh	EBV gp42 block	14-3-3 Bad inh	Runt-SMMHC FRET	Hck-Nef inh	L929 necroptosis
NNC(=O)c1ccc(COc2ccc3c(c2)CCC3)o1	-9	-1	1	-3	-12	2[fluorescence artefact?]	1	3	1.5
C/C(=N/NS(=O)(=O)c1ccc(F)cc1)c1ccc(NC(=O)c2ccc(C)o2)cc1	21	-28	2	-8	8	9[fluorescence artefact?]	-3	2	0.0
COc1ccc(C(=O)NNC(=O)C2CCCN(C3CC(=O)N(c4ccccc4)C3=O)C2)cc1 (configuration not stated)	-10	7	2	-7	-16	-1	-1	20	-0.3
Cc1nn(Cc2ccc(C(=O)N3N=C(C(F)F)CC3(O)C(F)F)cc2)c(C)c1[N+](=O)[O-] (configuration not stated)	0	-6	-1	-1	-4	-5	0	-3	0.0
O=C1CCCc2c1nc(-c1ccccc1F)n2O	1	-3	-1	-5	8	5	-1	18	-0.4
CCOc1ccccc1NC(=O)Cn1c(C)cc(COC)c(C#N)c1=O	2	-16	-1	-6	-12	3	-2	0	-0.5
COc1ccccc1-n1c([S-])c(C(=O)Nc2ccccc2C(F)(F)F)[n+]2ccc(C(=O)NCCO)cc12	-3	-1	6	-1	-16	-6	2	23	-0.8
CCOC(=O)C1=C(C)Nc2nc(C)nn2C1c1ccc(OC)c(OC)c1 (configuration not stated)	/	0	1	-1	-1	-6	-6	-4	/
Cc1ccc(-c2cc(C(F)F)n3ncc(C(=O)N4CCN5CCCC5C4)c3n2)cc1 (configuration not stated)	9	-17	-3	-17	-13	-10	-2	12	4.5
CCOCCn1c(SCc2c(F)cccc2Cl)nc2c1c(=O)[nH]c(=O)n2C	5	1	0	-5	-3	-2	0	0	-0.3
COCCCNC(=O)CN(CCc1ccccc1)S(=O)(=O)c1ccccc1	-7	3	-2	-13	-9	1	0	19	-0.5
Cc1sc(NC(=O)c2ccco2)c(C(c2cccnc2)N2CCC(C)CC2)c1C (configuration not stated)	-24	-7	0	-12	-20	3	3	-19	-0.6

Next section:
Structure	MDM2 E3 inh	TbHK1 inh	Runt-CBFb FRET	NCF1 inh	EBV gp42 block	14-3-3 Bad inh	Runt-SMMHC FRET	Hck-Nef inh	L929 necroptosis
C=CCNC(=O)NC(=O)COC(=O)/C(C#N)=C/c1cc(C)n(CCC(C)C)c1C	1	-8	-8	-15	-24	4	-14	1	-0.3
Cc1ccccc1-n1nc2c(c1NC(=O)c1cccc(F)c1)CS(=O)C2 (configuration not stated)	-3	-1	0	9	-15	8[fluorescence artefact?]	0	-1	0.1
O=C(CSCc1ccccc1)NC1CCSC1=O (configuration not stated)	-13	7	-4	-13	-3	5	-3	2	-0.1
CCOCCn1c(N(C)Cc2ccccc2)nc2c1c(=O)[nH]c(=O)n2C	-4	-2	1	-5	17	-11	1	5	0.0
CC(=O)OCC1=C(C(=O)O)N2C(=O)C(NC(=O)C(C)Cn3nc(C)c(Cl)c3C)C2SC1 (configuration not stated)	/	12	2	-16	-4	36	0	70*	-0.2
O=C(NCCO)c1ccc2[nH]c3c(c2c1)CCCC3	1	1	1	-1	-21	1	1	1	2.8
O=C1Nc2cc(C(=O)N3CCc4ccccc4C3)ccc2S/C1=C\c1ccccc1	-1	-9	-8	-8	-31	10[fluorescence artefact?]	-27	-61	-1.3
CNC(=S)Nc1cccc(C(C)=O)c1	-7	-6	-2	1	-2	-5	0	73*	2.5
CC(=O)NC(Cc1cccc(F)c1)C(=O)NC1CCN(C(=O)c2ccc(C)cc2)CC1 (configuration not stated)	-13	3	-1	1	9	-5	-1	-19	0.2
Cc1ccc(NC(=O)NCc2ccc3[nH]c(C)cc3c2)cc1	-8	2	-1	-9	-14	-8	-7	17	5.9
Cc1ccc(NC(=O)c2ccc(CN3CCc4ccccc4C3)cc2)cc1	-18	-6	-2	-7	-6	-3	2	0	0.0
O=C(N/N=C/c1ccco1)C1CC1c1ccccc1 (configuration not stated)	-19	4	5	10	22	5	-3	1	-0.1

Additional compounds.
Structure	MDM2 E3 inh	TbHK1 inh	Runt-CBFb FRET	NCF1 inh	EBV gp42 block	14-3-3 Bad inh	Runt-SMMHC FRET	Hck-Nef inh	L929 necroptosis
CCCC(=O)n1nc(-c2ccc(Cl)cc2)nc1SC	-9	2	-2	-19	-21	-4	-2	0	0.4
CCN(CCCNS(=O)(=O)c1ccc2c(c1)CCN2C(C)=O)c1cccc(C)c1	0	-9	2	-20	-7	6	-1	7	1.4
COc1cc(-n2c(N)c(C(=O)NCc3ccco3)c3nc4ccccc4nc32)cc(OC)c1OC	-12	-10	4	-15	-7	-11	-7	3	/
CC(=NC(C)C)C1=C(O)C(C)OC1=O (configuration not stated)	-1	32	-3	-7	1	-7	3	-1	0.0

Quoted at random: four records from the list, in no set order.
Structure	MDM2 E3 inh	TbHK1 inh	Runt-CBFb FRET	NCF1 inh	EBV gp42 block	14-3-3 Bad inh	Runt-SMMHC FRET	Hck-Nef inh	L929 necroptosis
O=C1CCCc2c1nc(-c1ccccc1F)n2O	1	-3	-1	-5	8	5	-1	18	-0.4
O=C(NCCO)c1ccc2[nH]c3c(c2c1)CCCC3	1	1	1	-1	-21	1	1	1	2.8
Cc1nnc(NC(=O)CCSCCC(=O)Nc2nnc(C)s2)s1	-4	-1	6	-29	21	8	1	35	1.5
Cc1c(NC(=O)C2CC(c3c(F)cccc3Cl)=NO2)c(=O)n(-c2ccccc2)n1C (configuration not stated)	-2	3	-1	-7	-11	4[fluorescence artefact?]	-5	5	-0.5
